High-throughput results (PubChem)
mIAP act: mouse IAP activation; muIAP, CDP-Star luminescence, 30 min; active compounds read high; 1 = vehicle-only enzyme signal, 0 = enzyme-free wells; activation factor at 10 µM; hit rate 0.24% among 330,000; AID 2805;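 active = activation factor of at least 2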; also: the source names both 10 and 20 µM as test concentration; values of inactives mirror those of a sister screen read the other way
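System: Mouse IAP enzyme | Also added: CDP-Star substrate | Dosing: Compounds dispensed in DMSO | Schedule: 30 min enzyme-substrate-compound incubation at room temperature | Technique: Chemiluminescence readout | Control set: DMSO-only wells and no-enzyme negative control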
mIAP block: mouse IAP inhibition; purified mouse IAP, CDP-Star luminescence, 30 min; inhibition, % at 10 µM; hit rate 0.2% among 330,000;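 active = inhibition of at least 40% at 10 µM in the primary screen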;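 also: plate controls were DMSO with enzyme for no effect and no enzyme wells for full effect; values of inactives mirror those of a sister screen read the other way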
ATG4B inhibitor: blocks human ATG4B protease cleavage of LC3 substrate. Q9Y4P1. ATG4B cleavage of LC3-PLA2, NBD-HPC fluorescence, 1 h. inhibition, % at 8.33 µM. hit rate 0.51% among 340,000; in the data active = inhibition above about 40%
Target sequence (Q9Y4P1 whole entry, looked up): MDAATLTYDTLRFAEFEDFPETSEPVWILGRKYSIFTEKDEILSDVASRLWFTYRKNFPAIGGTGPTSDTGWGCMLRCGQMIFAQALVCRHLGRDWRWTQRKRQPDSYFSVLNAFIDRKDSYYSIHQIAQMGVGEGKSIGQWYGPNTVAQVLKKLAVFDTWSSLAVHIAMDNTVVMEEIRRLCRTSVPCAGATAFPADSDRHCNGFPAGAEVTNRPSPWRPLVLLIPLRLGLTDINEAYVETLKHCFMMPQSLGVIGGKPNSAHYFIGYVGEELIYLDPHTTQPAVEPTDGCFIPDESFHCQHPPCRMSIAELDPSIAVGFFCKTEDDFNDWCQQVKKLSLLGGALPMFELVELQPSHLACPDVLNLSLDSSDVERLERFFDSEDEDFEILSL
A3A deaminase: blocks human APOBEC3A ssDNA deamination | P31941 | recombinant A3A, FAM/TAMRA ssDNA deamination fluorescence | inhibition, % at 20 µM | hit rate 0.41% among 330,000 | AID 493011;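 active = at least 40% inhibition at 20 µM here, with at most 30% in a related deaminase screen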;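 also: plate controls were A3A with DMSO for no effect and wells lacking A3A enzyme for full effect; some results filed as inactive read as strong as hits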
Target sequence (P31941 whole entry, looked up): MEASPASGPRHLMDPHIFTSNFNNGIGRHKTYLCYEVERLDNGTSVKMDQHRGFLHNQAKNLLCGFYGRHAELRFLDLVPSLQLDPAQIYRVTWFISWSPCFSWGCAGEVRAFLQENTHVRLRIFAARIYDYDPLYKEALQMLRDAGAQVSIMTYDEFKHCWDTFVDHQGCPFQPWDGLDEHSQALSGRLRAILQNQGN
hIAP inh: blocks human intestinal alkaline phosphatase; P09923; purified IAP, CDP-Star luminescence, 30 min; inhibition, % at 10 µM; hit rate 0.12% among 330,000;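 active = inhibition reaching a set limit with compound at 10 µM in the primary screen, cut at about 35% in these data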;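 also: plate controls were DMSO wells with enzyme for no effect and no-enzyme buffer wells for full effect; values of inactives mirror those of a sister screen read the other way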
PfGluPho inh: PfG6PD (Plasmodium falciparum) enzyme inhibition. PfGluPho enzyme, NADPH resazurin-diaphorase fluorescence. inhibition, % at 20 µM. hit rate 0.78% among 350,000. AID 504690;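 active = inhibition reaching at least a set limit at 20 µM in the primary screen, cut at about 59% in these data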;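 also: 0% = DMSO wells with substrate and 100% = DMSO wells lacking glucose-6-phosphate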
hIAP act: human IAP activation; hit rate 0.16% among 330,000; purified human IAP, CDP-Star luminescence, 30 min; active compounds read high; 1 = vehicle-only enzyme, 0 = enzyme-free background; activation factor at 10 µM;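 active = activation factor of the enzyme at least 2-fold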; also: the source names both 10 and 20 µM as test concentration; values of inactives mirror those of a sister screen read the other way
HKDC1 inhibitor: inhibitors of human hexokinase HKDC1; Q2TB90; recombinant HKDC1, G6PDH/diaphorase resazurin coupled fluorescence; inhibition, % at 20 µM; hit rate 0.16% among 340,000; AID 493160;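 active = inhibition above about 35% when tested at 20 µM, limit read from the data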;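 also: plate controls were DMSO wells with enzyme for no effect and DMSO wells lacking enzyme for full effect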
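Incubation: 90 min at room temperature in dark / Material: recombinant HKDC1 (HK5) hexokinase enzyme, produced in-house / Quantity: enzyme 5 µg/mL final / Compound: one dose of 20 µM, 1% DMSO / Reagent: glucose and ATP substrates / Buffer or medium: Tris pH 8.0 buffer with MgCl2, Tween-20, BSA, BME / Technique: resorufin fluorescence at 613 nm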
* hit, by the source's call.

item	Structure	ATG4B inhibitor	PfGluPho inh	HKDC1 inhibitor	hIAP act
1	O=C(CN1C(=O)C2CC=CCC2C1=O)NC1CCCCC1 (stereo not given)	-5	-21	0	1.2
2	COc1ccc(S(=O)(=O)N2CCN(c3ncnc4c(-c5ccccc5)nsc34)CC2)cc1	-11	13	-2	0.95
3	Cn1ncc(C#N)c1/N=C/N1CCCCCC1	3	5	-7	0.96
4	Cc1cc(S(=O)(=O)NCc2ccccc2)ccc1OCC(=O)N1CCOCC1	-7	-12	-10	1
5	CCC(C)c1ccc(OCc2ccc(C(=O)OC)o2)cc1 (stereo not given)	-3	13	0	0.95
6	O=C(NNC(=O)c1ccccc1Cl)c1cccs1	4	-23	3	1.1
7	CCC(c1nnc(SCC(=O)NCCc2ccc(Cl)cc2Cl)o1)N(C)C (stereo not given)	-13	23	4	0.89
8	O=C1C=CN2CCOCC2C1 (stereo not given)	-7	-5	0	1
9	Cc1cc(C(F)(F)F)cc(NNC(=O)NC(=O)c2c(F)cccc2Cl)n1	11	-9	-1	1.3
10	COc1ccc(C2NC(=S)NC(C)=C2C(=O)N2CCOCC2)cc1 (stereo not given)	1	7	9	1
11	COC(=O)c1sccc1NC(=O)c1csc2c1CCCC2	24	33	0	0.79
12	COc1ccc(S(=O)(=O)N(C)c2ccc(C(=O)N3CCN(c4ccccc4)CC3)cc2)cc1OC	-13	6	-3	1.3

item	mIAP act	mIAP block	hIAP inh	A3A deaminase
1	0.95	5	-21	3
2	0.95	5	5	0
3	0.98	2	4	0
4	0.95	5	-5	-1
5	0.96	4	5	0
6	1	-2	-11	-1
7	0.97	3	11	-2
8	0.95	5	-1	3
9	0.96	4	-30	0
10	1	-1	-2	-6
11	0.96	4	21	6
12	0.99	1	-33	-3

Reprinted from the part before: 3 compounds; new compounds follow.
item	Structure	ATG4B inhibitor	PfGluPho inh	HKDC1 inhibitor	hIAP act
10	COc1ccc(C2NC(=S)NC(C)=C2C(=O)N2CCOCC2)cc1 (stereo not given)	1	7	9	1
11	COC(=O)c1sccc1NC(=O)c1csc2c1CCCC2	24	33	0	0.79
12	COc1ccc(S(=O)(=O)N(C)c2ccc(C(=O)N3CCN(c4ccccc4)CC3)cc2)cc1OC	-13	6	-3	1.3
13	S=C(Nc1ccccn1)NC1CCCC1	5	34	-3	1.1
14	O=C(CCc1ccccn1)N1CCCC(N2CCN(c3ccc(F)cc3)CC2)C1 (stereo not given)	-3	0	-1	0.93
15	Cc1nn(C(C)C(=O)NNC(=S)Nc2ccc(Cl)cc2)c(C)c1[N+](=O)[O-] (stereo not given)	7	4	-4	1.5
16	COc1ccccc1C1CCN(c2cc(O)ccc2[N+](=O)[O-])CC1	10	-16	8	0.84
17	CCOC(CNC(=O)c1ccc(CNC(=O)c2ccc(OC)c(OC)c2)cc1)OCC	-1	-5	-3	1.1
18	C=CCSC1=N/C(=C\c2cc(OCC)c(OC(C)=O)c([N+](=O)[O-])c2)C(=O)S1	89*	36	18	0.95
19	NS(=O)(=O)c1ccc(NC(=S)N2CCN(c3ccccc3Cl)CC2)cc1	-3	12	-5	0.75
20	C=CCN(C(=O)CSc1nc2[nH]ncc2c(=O)n1-c1ccccc1OC)c1ccccc1	2	0	-5	1.1
21	O=C(CCNC(=O)c1ccccc1)OCC(=O)c1ccccc1	-1	-1	-7	1.1
22	Cc1ccc(CN(C)C(=O)c2ccccc2Oc2ccccc2)o1	-6	17	-4	1
23	COc1cccc(-c2cc(C(=O)N3CCN(S(=O)(=O)c4ccc(Br)cc4)CC3)[nH]n2)c1	-3	-8	3	1.1
24	CCN(CC)C(=O)CSc1nnc(CNc2ccc(F)cc2)n1-c1ccccc1	3	1	-3	1.3

item	mIAP act	mIAP block	hIAP inh	A3A deaminase
10	1	-1	-2	-6
11	0.96	4	21	6
12	0.99	1	-33	-3
13	1	-2	-6	-4
14	1.1	-6	7	-1
15	0.9	10	-48	-4
16	0.96	4	16	-2
17	1	0	-5	-9
18	1.4	-39	4	8
19	1	-2	25	-3
20	0.94	6	-12	-4
21	1.1	-5	-5	3
22	0.84	16	-2	-3
23	1	-1	-7	-5
24	1.2	-15	-27	3

(continued)
item	Structure	ATG4B inhibitor	PfGluPho inh	HKDC1 inhibitor	hIAP act
25	O=C(CCCc1ccccc1)N=C1SC2CS(=O)(=O)CC2N1c1ccccc1F (stereo not given)	-14	30	-2	1
26	O=C(Nc1cccnc1)c1cc(F)cc(F)c1	1	-11	-3	0.99
27	CC(C)(C)c1ccc(CN2N=Nc3ccccc3S2(=O)=O)cc1	39	39	9	1.1
28	CCOc1ccc(CNC23CN4CN(CN(C4)C2)C3)cc1	-11	5	-13	1.1
29	COc1cccc(NC(=O)C(Cc2ccccc2)NC(=O)C2CCC(C)CC2)c1 (stereo not given)	-6	-11	-8	0.93
30	O=c1[nH]cnc2c1sc1nc(-c3ccccc3)c3c(c12)CCCC3	-1	-6	-1	0.96
31	O=C(OCCN1CCN(C2=NS(=O)(=O)c3ccccc32)CC1)c1cccc(Br)c1	-6	-2	-5	0.96
32	Cc1ccc(S(=O)(=O)CCC(=O)Nc2nc(-c3ccncc3)cs2)cc1	-13	1	1	1.1
33	CCN(CC(=O)Nc1ccc(OC)cc1)C(=O)Cc1cccs1	-1	11	-4	1.1
34	Cc1cc(N2CCOCC2)nc(SCC(=O)OCc2ccccc2)n1	1	-8	-1	0.97
35	CC(C)(C)n1ncc2c(=O)n(Cc3c(F)cccc3Cl)cnc21	8	-7	6	1
36	CC(=O)Nc1ccc(S(=O)(=O)N2CCN=C2c2ccccc2)cc1	2	10	-3	0.99

item	mIAP act	mIAP block	hIAP inh	A3A deaminase
25	0.96	4	-4	-5
26	1	0	1	-1
27	0.99	1	-8	-6
28	1	-1	-9	-2
29	1.3	-32	7	3
30	0.96	4	4	-3
31	0.86	14	4	0
32	0.95	5	-7	36
33	0.93	7	-6	9
34	1.1	-11	3	-5
35	0.99	1	-1	0
36	1	-5	1	-5

(continued)
item	Structure	ATG4B inhibitor	PfGluPho inh	HKDC1 inhibitor	hIAP act
37	COc1ccc([C@H]2Cc3cc(O)cc(O)c3C(=O)O2)cc1O	-6	0	1	0.87
38	CCC(NS(=O)(=O)c1ccc(OC)cc1)C(=O)NCCc1ccccc1 (stereo not given)	1	-14	2	1.1
39	CCC(CC)C(=O)NCCCN1CCOCC1	1	-2	-8	1
40	CN1CCN(S(=O)(=O)c2ccc(N(C)Cc3ccc(OC(F)F)cc3)c([N+](=O)[O-])c2)CC1	-9	2	4	0.89
41	Cc1ccc(-n2nc(CC#N)c(C#N)c2N)cc1Cl	7	-11	-5	0.9
42	CC(=O)Nc1ccc(S(=O)(=O)N(C)c2ccc(OCC(=O)OCC(=O)Nc3ccc(OC(F)F)cc3)cc2)cc1	-18	5	-2	1.1
43	COc1ccc(CC(=O)N2CCc3cc(OC)c(OC)cc3C2)cc1	-4	-2	0	1
44	CC1(C)C(=O)Nc2ccccc2N1C(=O)COC(=O)Cn1cnc2ccccc2c1=O	-6	-7	-2	0.96
45	c1ccc2c3c(cc(N4CCOCC4)c2c1)OC1(N2CCOCC2)CCCCC1O3 (stereo not given)	-7	42	18	0.15
46	COCCN(CC(=O)Nc1cccc(C)c1C)C(=O)c1cc(-c2ccncc2)nc2ccccc12	3	-4	2	0.84
47	COC(=O)c1ccc(NC(=O)c2c(Br)cnn2C)cc1	-3	41	-6	0.98
48	CCn1nnc2sc3c(c2c1=O)CCC(C)C3 (stereo not given)	-8	-6	-1	1.1

item	mIAP act	mIAP block	hIAP inh	A3A deaminase
37	0.96	4	13	-5
38	0.98	2	-12	1
39	1.1	-6	-4	8
40	0.94	6	12	0
41	0.97	3	10	4
42	0.9	10	-5	7
43	1	0	-2	0
44	0.93	7	4	-3
45	0.9	10	85*	1
46	1.1	-5	16	5
47	1	-4	2	2
48	1	-4	-6	3

Along the list, from the results shown:
Compounds 42 to 47 in mIAP act, in turn: 0.9, 1, 0.93, 0.9, 1.1, 1

(listing goes on)
item	Structure	ATG4B inhibitor	PfGluPho inh	HKDC1 inhibitor	hIAP act
49	CCC12CC3CC(C1)CC(C(=O)NNC(N)=O)(C3)C2	1	2	-5	1
50	CCc1ccccc1NC(=O)c1cccc(N2C(=O)C3C4CCC(C4)C3C2=O)c1 (stereo not given)	-1	12	-4	1
51	Nc1nc(C2CC(=O)OC23CCCCC3)cs1 (stereo not given)	9	-8	-1	1.1
52	COc1ccc(N2CCN(C(=O)CNS(=O)(=O)c3ccc(C)c(C)c3)CC2)cc1	-2	2	-9	1.2
53	O=C(NCc1ccc2c(c1)OCO2)C1CCCN1C(=O)Nc1cccc(F)c1 (stereo not given)	-6	0	-9	1.2
54	Cc1[nH]c2ccc(C(=O)NC3CCC(C)CC3)cc2c1C (stereo not given)	7	17	0	1.2
55	COc1ccc(C[C@H]2CN3C(=NC[C@@H]3Cc3ccccc3)N2CCNC(=O)CCC2CCCCC2)cc1	-5	1	-5	0.91
56	COc1ccc(/C(C)=N/NC(=O)c2ccccc2N)cc1	-11	-3	-2	1
57	Cc1ccc2nc(C)cc(C(=O)N/N=C/c3ccncc3)c2c1	-5	-2	-2	0.98
58	COC(=O)C(O)(CC(=O)Nc1ccc(C)c(F)c1)C(F)(F)F (stereo not given)	-2	-18	2	1.1
59	CCCCC(=O)NC(NC(=S)N1CCOCC1)C(Cl)(Cl)Cl (stereo not given)	9	9	-7	0.98
60	COc1ccc(C(=O)Nc2cc(OC)nc(OC)n2)cc1	-4	-1	-7	1

item	mIAP act	mIAP block	hIAP inh	A3A deaminase
49	1	-4	-2	-5
50	1.1	-7	-2	0
51	1	-3	-6	1
52	1	-3	-24	-3
53	1	-1	-17	4
54	0.98	2	-17	-8
55	0.99	1	9	-5
56	0.97	3	-4	5
57	1	0	2	-4
58	0.98	2	-14	1
59	1	-1	2	7
60	0.88	12	0	3

Whole records as entered above:
Listed for `Cc1ccc2nc(C)cc(C(=O)N/N=C/c3ccncc3)c2c1` : ATG4B inhibitor: -5; PfGluPho inh: -2; HKDC1 inhibitor: -2; hIAP act: 0.98; mIAP act: 1; mIAP block: 0; hIAP inh: 2; A3A deaminase: -4
Listed for `COc1ccc(/C(C)=N/NC(=O)c2ccccc2N)cc1` : ATG4B inhibitor: -11; PfGluPho inh: -3; HKDC1 inhibitor: -2; hIAP act: 1; mIAP act: 0.97; mIAP block: 3; hIAP inh: -4; A3A deaminase: 5
Listed for `COc1ccc(C[C@H]2CN3C(=NC[C@@H]3Cc3ccccc3)N2CCNC(=O)CCC2CCCCC2)cc1` : ATG4B inhibitor: -5; PfGluPho inh: 1; HKDC1 inhibitor: -5; hIAP act: 0.91; mIAP act: 0.99; mIAP block: 1; hIAP inh: 9; A3A deaminase: -5

New compounds follow:
item	Structure	ATG4B inhibitor	PfGluPho inh	HKDC1 inhibitor	hIAP act
61	Cc1ccsc1/C=N/n1c(-c2ccccn2)n[nH]c1=S	6	35	-10	1.1
62	C[C@@H](NC(=O)[C@@H]1Cc2ccccc2CN1C(=O)OC(C)(C)C)C(=O)NC1CCCC1	-4	-10	-2	1.3
63	COc1ccc(CC(C)Nc2cccc(SC)c2)cc1 (stereo not given)	6	7	8	1.1
64	COC(=O)c1ccccc1NC(=O)NC1CCN(Cc2ccccc2)CC1	5	-7	-6	1
65	CCOC(=O)c1ccc(NC(=O)CN2C(=O)CNC2=O)cc1	0	1	-10	0.94

item	mIAP act	mIAP block	hIAP inh	A3A deaminase
61	0.81	18	-11	1
62	0.95	5	-33	-7
63	0.99	1	-5	-9
64	1	-4	-3	-7
65	1	0	6	-4
